# Bioassay records as filed in PubChem BioAssay.
# ARNT-TACC3 inh = disrupts binding between human ARNT and TACC3; 0.66% of 390,000 active; inhibition, % at 9.99 µM; AID 623870; AlphaScreen His-ARNT PAS-B/GST-TACC3 binding, luminescence; TACC3 fragment carries E629A point mutation;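 active = mean inhibition of replicates at least 50% and at least half of replicates each reaching 50%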;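 also: 0% = complete ARNT plus TACC3 wells and 100% = ARNT alone without TACC3; many hits fall short of the cut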
# * hit, by the source's call. Some of the compounds tested. The share of hits here may be higher or lower than overall.
SMILES,ARNT-TACC3 inh
COc1cc(NS(=O)(=O)c2ccc(NS(=O)(=O)c3ccccc3)cc2)nc(OC)n1,6
CS(=O)(=O)N(CC(N)=O)c1cccc(Br)c1,-6
O=C(NCc1ccc2c(c1)OCO2)C1CCCN(C(=O)c2ccc(Cl)cc2)C1 (stereo unspecified),-5
Cc1onc(-c2ccccc2Cl)c1C(=O)Nc1ccc(-c2cn3cccnc3n2)cc1,-3
CCOC(=O)C1=C(C)NC(=O)NC1c1cc(Br)c(O)c(OC)c1 (stereo unspecified),-4
CC(=O)c1c(NC(=O)C(C)C)nc(C)nc1-c1ccccc1,0
Cc1cc(C(=O)Nc2ccc(S(=O)(=O)Nc3onc(C)c3C)cc2)c(C)o1,-4
Cc1ccc(-c2ccc(SCC(=O)Nc3nonc3C)nn2)cc1,-4
CCn1cc(C(=O)NCc2cccc(F)c2)c(=O)c2cc(F)c(N3CCN(C(=O)c4ccco4)CC3)cc21,-6
Cc1n[nH]c(=O)nc1NCc1ccccc1,-8
COc1ccc(O)c(N)c1,15
O=C(COC(=O)c1cccnc1Cl)c1ccc(Cl)cc1Cl,-5
COc1ccc(-c2c(C#N)c(N)nc3c2c(=O)n(C)c(=O)n3C)cc1,6
COc1cc(CN(C(=O)c2ccco2)c2ccc(C)cc2)ccc1O,5
Cc1cc(C(F)(F)F)nn1Cc1n[nH]c(=S)n1-c1ccc(Cl)cc1,4
COc1ccccc1Oc1c(C)oc2cc(OC(=O)c3ccco3)ccc2c1=O,7
C=CCN1C(=O)C(O)(CC(=O)c2ccc(Cl)cc2)c2ccccc21 (stereo unspecified),-1
CN(C)c1ncnc2c1NC1=C(S2)C(=NCCCC(=O)O)CC(C)(C)C1,5
CCNC(=O)n1nccc1C(C)Oc1ccccc1 (stereo unspecified),-4
Cc1ccc2cc3cc(C(=O)N4CCN(C(=O)c5ccco5)CC4)sc3nc2c1,1
COc1cc(C2Nc3ccccc3C(=O)N2c2ccccc2)ccc1O (stereo unspecified),-1
COC(=O)c1cccc(NC(=O)C2C3CCC(C3)C2C(=O)O)c1 (stereo unspecified),-10
Cc1cccc(N(C)S(=O)(=O)c2ccc3[nH]c(=O)c(=O)[nH]c3c2)c1,41
CC(C)NC(=O)C(Cc1ccccc1)N1C(=O)c2ccccc2C1=O (stereo unspecified),-4
O=c1cc(CN2CCN(Cc3ccccc3)CC2)c2cc(Cl)ccc2o1,2
S=C(NCCSCc1ccccc1Cl)Nc1ccccc1,7
O=C(Nc1ccccn1)c1ccc(=O)[nH]n1,-7
COc1ccccc1NC(=O)C1=C(C)Nc2nc(CCCO)nn2C1c1ccc2c(c1)OCO2 (stereo unspecified),-3
CCCSc1cc(N2CCOCC2)nc(-c2ccccc2Cl)n1,-3
COc1ccc(C(=O)Nc2ccc3c(c2)C(=O)N(C)C3=O)cc1OC,-8

# Ordered by molar mass (lowest first): 6 of the compounds above.
SMILES,ARNT-TACC3 inh
COC(=O)c1cccc(NC(=O)C2C3CCC(C3)C2C(=O)O)c1 (stereo unspecified),-10
S=C(NCCSCc1ccccc1Cl)Nc1ccccc1,7
Cc1cc(C(=O)Nc2ccc(S(=O)(=O)Nc3onc(C)c3C)cc2)c(C)o1,-4
Cc1ccc2cc3cc(C(=O)N4CCN(C(=O)c5ccco5)CC4)sc3nc2c1,1
COc1cc(NS(=O)(=O)c2ccc(NS(=O)(=O)c3ccccc3)cc2)nc(OC)n1,6
CCn1cc(C(=O)NCc2cccc(F)c2)c(=O)c2cc(F)c(N3CCN(C(=O)c4ccco4)CC3)cc21,-6

# Reformatted with values ahead of the structure: part of the list above
ARNT-TACC3 inh | structure
-1 | COc1cc(C2Nc3ccccc3C(=O)N2c2ccccc2)ccc1O (stereo unspecified)
-10 | COC(=O)c1cccc(NC(=O)C2C3CCC(C3)C2C(=O)O)c1 (stereo unspecified)
41 | Cc1cccc(N(C)S(=O)(=O)c2ccc3[nH]c(=O)c(=O)[nH]c3c2)c1

# Structures shown so far with an NH in an aromatic ring:
SMILES,ARNT-TACC3 inh
Cc1n[nH]c(=O)nc1NCc1ccccc1,-8
Cc1cc(C(F)(F)F)nn1Cc1n[nH]c(=S)n1-c1ccc(Cl)cc1,4
Cc1cccc(N(C)S(=O)(=O)c2ccc3[nH]c(=O)c(=O)[nH]c3c2)c1,41
O=C(Nc1ccccn1)c1ccc(=O)[nH]n1,-7

# Next results:
SMILES,ARNT-TACC3 inh
O=c1c2ccccc2ncn1Cc1nc2ccccc2s1,-9
COc1ccc2c(c1)c(C(=O)CN1CCC(C(N)=O)CC1)c(C)n2C,0
CC1(C)C2CC=C(/C=N/n3cnnc3)C1C2 (stereo unspecified),-4
O=C(Nc1ccnc(-c2cccnc2)n1)c1cccc(Cl)c1Cl,-4
COC(=O)C1=C(C)N(CCc2ccccc2)C(=O)C1,4
CS(=O)(=O)N1CCCC(C(=O)NCCc2ccc(Cl)cc2)C1 (stereo unspecified),0
Nc1nnc(SCc2coc(-c3ccc(Cl)cc3)n2)s1,-4
Cc1cccc(CSC2=NCCN2C(=O)C2CC2)c1,5
CC1=C(C(=O)OCC(C)C)C(c2cc3c(cc2Br)OCO3)NC(=O)N1C (stereo unspecified),3
O=C(c1ccccc1)N1CCC(CC2CC(c3cccc(Br)c3)=NO2)(C(=O)NCC2CCCCC2)CC1 (stereo unspecified),2
COc1cccc(-n2nc(C(=O)N3CC(C)CC(C)C3)c3ccccc3c2=O)c1 (stereo unspecified),3
CCCCC(C(=O)O)C(C)CC(=O)Nc1cccc(C(=O)O)c1 (stereo unspecified),0
CS(=O)(=O)C1=C(O)C(=O)N(c2ccccc2)C1c1ccccc1 (stereo unspecified),1
O=C(CCC1CCCCC1)Nc1c2c(nn1-c1ccc(F)cc1)CS(=O)(=O)C2,3
NC(=O)C1CCCN(CCc2ccccc2)C1 (stereo unspecified),-3
Cc1ccc(-n2nc3c(c2NC(=O)c2ccc4c(c2)OCO4)CSC3)c(C)c1,-3
Cc1ccccc1NCCNc1ccccc1C,-2
CCCCn1cnc2c(cnn2-c2ccc(F)cc2)c1=O,-1
CCc1nnc(NC(=O)CSc2nc3ccccc3c(=O)n2CCCOC)s1,0
Cc1ccc(-c2nc3ccccc3s2)cc1NC(=S)NC(=O)c1ccccc1,-8
Cc1nnsc1C(=O)NNS(=O)(=O)c1ccccc1,-4
O=C(c1ccccc1)c1nn(-c2cccc(Cl)c2)c2nc(-c3ccccc3)cc(=O)n12,1
CCOc1ccccc1NC(=O)CSc1nnc(-c2ccco2)n1Cc1ccco1,15
Cc1c(Cl)ccc2c1NC(=O)[C@]21[C@@H]2C(=O)N(Cc3ccccc3)C(=O)[C@@H]2[C@@H]2CCCN21,-10
COc1cc(NC(=O)c2cccc(Cl)c2)c(OC)cc1NC(=O)CN1CCOCC1,6
COCCNC(=O)CC(c1ccccc1)c1ccccc1,-3
O=C1CC(N2CCN(Cc3ccccc3)CC2)C(=O)N1c1ccc2c(c1)OCCO2 (stereo unspecified),1
CCc1ccccc1N1C[C@@]23C=C[C@@H](O2)C(C(=O)OCC(C)C)[C@H]3C1=O (stereo partly specified),-12
COc1ccccc1NC(=O)CSc1nnc(Cn2cnc3ccccc32)n1C,0
COc1ccc(CCNC(=O)CN(C2CCCCC2)S(C)(=O)=O)cc1,3

# Next part:
SMILES,ARNT-TACC3 inh
OC1CC(c2ccco2)NC2(CCCCC2)C1 (stereo unspecified),-2
CCOc1cccc(OCCOCCN2CCCC2)c1,-13
COc1c(N2CCN(C(=S)Nc3ccc(F)cc3)C(C)C2)c(F)cc2c(=O)c(C(=O)O)cn(C3CC3)c12 (stereo unspecified),-9
CCc1c(C)nc(SCC(=O)c2cccs2)c(C#N)c1C,8
CC(=O)Nc1cccc(C(=O)OCc2ccccc2)c1,-4
COc1ccc(N2CCN(C(c3cc4ccc(C)cc4[nH]c3=O)c3nnnn3C3CCCC3)CC2)cc1 (stereo unspecified),-6
CCCCCCCNC(=O)C1(CC2CC(c3ccc(Cl)cc3)=NO2)CCN(C(=O)C2(C)CC2)CC1 (stereo unspecified),2
O=C(NC(Cc1ccccc1)C(=O)O)OCc1ccccc1 (stereo unspecified),-9
CCN1CN=C(NS(=O)(=O)c2ccc(C)cc2)NC1,-8
Cc1cc(=O)n2c3c(cccc13)CCC2,-29
CC(C)(C)n1ncc2c(=O)n(CC(=O)NC3CCCCC3)cnc21,0
CCC(=O)NC1(C(F)(F)F)C(=O)Nc2c1c(=O)[nH]c(=O)n2Cc1ccco1 (stereo unspecified),-10
Cc1ccccc1NC(=O)CSc1nnc(-c2ccccc2)n1-c1ccccc1,3
Cc1ccc(SCc2[nH]nc3c2C(c2ccco2)C(C#N)=C(N)O3)cc1 (stereo unspecified),0
CC1CCN(C(=O)c2ccccc2NC(=O)c2cccc(S(=O)(=O)N3CCOCC3)c2)CC1,-2
COC(C(=O)Nc1ccc(F)cc1)c1ccccc1 (stereo unspecified),-4
CCOC(=O)C1CCN(c2nnc(N3CCCC3=O)s2)CC1,-6
COc1ccc(C(=O)NNC(=S)NC2CCCCC2)cc1OC,-2
CCOC(=O)c1sc2nc(SCC#N)n(CCCN3CCCC3=O)c(=O)c2c1C,-1
Cc1ccc(S(=O)(=O)Oc2ccc(/C=C(/NC(=O)c3ccccc3)C(=O)Nc3ccccc3)cc2)cc1,-5
Cc1ccc(Br)cc1S(=O)(=O)N1CCN(c2ccccc2)CC1,1
COCCn1nnnc1CN(CCc1ccc(OC)c(OC)c1)Cc1cc2ccc(C)cc2[nH]c1=O,-1
COc1ccc(NC(=O)CCC(=O)c2ccc(-c3ccccc3)cc2)cc1,0
CN1CCN(C(=O)c2ccc(C3SCC(=O)N3Cc3ccco3)cc2)CC1 (stereo unspecified),-6
N#C/C(=C1\CCCN1)c1nc(-c2ccccc2)cs1,26
Brc1ccc(C2C3=C(Nc4ncnn42)c2ccccc2OC3c2ccncc2)cc1 (stereo unspecified),0
CCOc1ccc(NC(=O)C2CCN(S(=O)(=O)c3c(C)n[nH]c3C)CC2)cc1,-39
COc1ccc(/C=N/NC(=O)c2nn(-c3ccccc3)c(=O)c3c(N)scc23)cc1,24
Cc1ccc(S(=O)(=O)CCc2nnc(NC(=O)c3ccco3)s2)cc1,1
COc1ccc(C2C(C(=O)NCC3CCCO3)CCC(=O)N2c2ccc3c(c2)OCO3)cc1 (stereo unspecified),-5

# (next part)
SMILES,ARNT-TACC3 inh
CCn1c(CSc2nc3ccccc3[nH]2)nc2cc(C(=O)O)ccc21,25
Nc1nncn1C(=O)CCCOc1ccc(Cl)cc1Cl,-20
CCc1nc2ccc(C(=O)NCCc3ccco3)cc2nc1CC,6
COc1cccc(N2CCN(c3ncnc4c3[nH]c3ccc(F)cc34)CC2C)c1 (stereo unspecified),-9
O=S(=O)(c1ccc(F)cc1)N(CCO)CC(O)Cn1c2ccccc2c2ccccc21 (stereo unspecified),3
O=C(CSc1nnc(Cc2ccccc2)n1-c1ccccc1)NNC(=O)Cc1ccccc1,-8
N#Cc1cc2c(nc1SCC(=O)Nc1sc3c(c1C#N)CCC3)CCCCC2,-3
N=c1c(S(=O)(=O)c2ccc(Cl)cc2)cc2c(=O)n3ccccc3nc2n1Cc1cccnc1,-8
CSc1ccccc1-c1nnc(-c2ccc(Cl)c(Cl)c2)o1,-3
CCOc1cccc(CN2CCN(c3cccc(C(F)(F)F)c3)CC2)c1O,24
COC(=O)CN1C2(C#N)CCCCC2CC2CCCCC21C#N (stereo unspecified),1
CSc1nc2sc(-c3ccccc3)cc2c(=O)n1N,2
CCn1c(=O)c(C(=O)Nc2ccccc2S(N)(=O)=O)c(O)c2ccccc21,-7
CCC1(c2ccc(F)cc2)NC(=O)N(CC(=O)N2CCOCC2)C1=O (stereo unspecified),-3
O=C(Nc1ccn(Cc2c(F)c(F)cc(F)c2F)n1)c1ccc(COc2ccc(Cl)cc2Cl)o1,-4
O=C1C2C3C=CC(C3)C2C(=O)N1Cc1ccc(CN2C(=O)C3C4C=CC(C4)C3C2=O)cc1 (stereo unspecified),-15
CC(=O)N(c1c(C)n(C)n(-c2ccccc2)c1=O)C1(C(=O)NC2CCCCC2)CCCCC1,-8
Cc1cc(=O)oc2cc(NC(=O)c3ccnn3C)ccc12,-3
CCn1c(N)c(C(=O)NC2CCCCC2)sc1=S,18
CC1(C)CC(=O)c2cc3c(N)c(C(=O)NCc4ccccc4)sc3nc2C1,-1
Cc1nc2ccccc2nc1OCC(=O)NCc1ccc2c(c1)OCO2,-4
COc1ccc(NC(=O)CCc2c(C)nc3nc(C)nn3c2C)cc1,6
O=C(NCc1ccccn1)c1ccc(Cl)cc1Cl,1
COc1ccc(-c2noc(CCCC(=O)Nc3ccc(C(N)=O)cc3)n2)cc1,24
O=C(C1CC1c1ccccc1)N1CCN(c2cccc(Cl)c2)CC1 (stereo unspecified),-17
CC1Cc2ccccc2N1C(=O)C1CCCN1S(=O)(=O)c1ccc(Cl)cc1 (stereo unspecified),10
CCOC(=O)/C(C#N)=C1/C=CN(C)C(C)=N1,-6
Cc1cc(C)c2c(n1)nn1c(NCCCN(C)C)cc(C)nc21,-9
O=C(CSc1nnc(C23CC4CC(CC(C4)C2)C3)o1)Nc1ccc(N2CCOCC2)c(Cl)c1,-2
CCOc1ccc(Cl)cc1CSc1n[nH]c(CC)n1,2
O=C(Nc1ccc(N2CCOCC2)cc1)c1ccc2nc(-c3ccco3)c(-c3ccco3)nc2c1,0
CCOc1nc(N=C(N)N)nc2c(C)cccc12,32
